Phagocytosis inh = inhibitors of macrophage phagocytosis; hit rate 0.07% among 110,000; J774A.1 macrophage IgG-bead phagocytosis, imaging; inhibition, % at 5 µM;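 active = inhibition above the mean of the plate negative controls plus 5 SD, cut at about 13% in these data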;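 also: phagocytic index as fraction of beads internalized from green versus red external bead signal; plate controls were DMSO negative control for no effect and cytochalasin-D positive control for full effect; some results beyond the cut were filed as inactive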
bCat KO growth = beta-catenin-lacking colon tumor cell growth suppression. HCT116 beta-catenin knockout viability, CellTiter-Glo, 60 h; hits give low values. viability, % at 10 µM. hit rate 1.5% among 140,000. AID 818;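 active = viability at or under a set limit, the compound median less 4 SD, cut at about 6% in these data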;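 also: 0% = Hyamine 1622 control at 20 µM and 100% = untreated cell control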
NPY Y2 blocker = blocks the human neuropeptide Y Y2 receptor. hit rate 0.99% among 140,000. AID 793. inhibition, % at 2.7 µM. NPY-Y2 expressing cells, antagonist mode; in the data active = inhibition above about 17%;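 also: 0% = vehicle with agonist challenge and 100% = reference antagonist with challenge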
Target sequence (P49146 whole entry, looked up): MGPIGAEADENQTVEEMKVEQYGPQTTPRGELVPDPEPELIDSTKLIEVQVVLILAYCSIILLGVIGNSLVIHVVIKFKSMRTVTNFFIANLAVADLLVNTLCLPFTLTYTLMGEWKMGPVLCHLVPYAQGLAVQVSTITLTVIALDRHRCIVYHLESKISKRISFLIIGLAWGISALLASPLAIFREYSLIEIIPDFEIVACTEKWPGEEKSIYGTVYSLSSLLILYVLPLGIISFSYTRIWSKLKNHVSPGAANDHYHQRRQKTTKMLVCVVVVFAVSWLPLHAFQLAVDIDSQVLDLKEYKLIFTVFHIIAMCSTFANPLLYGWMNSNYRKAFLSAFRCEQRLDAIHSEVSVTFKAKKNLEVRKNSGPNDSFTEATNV
BB579 growth dn = yeast BB579 growth reduction in restrictive medium. inhibition, % at 10 µM. S. cerevisiae BB579 growth, OD615, 48 h. hit rate 0.51% among 140,000. AID 804;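 active = inhibition above a set limit, 3 SD over the mean compound inhibition, cut at about 44% in these data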; also: inactives centre near -24
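Test system: S. cerevisiae DeaD strain BB579 yeast; Medium: restrictive CSMM-D medium; Compound: one dose, 10 µM compound with 0.25% DMSO; Incubation: 4 h cell preincubation, 48 h compound exposure, 30 °C humidified; Signal: OD at 615 nm; Benchmarks: amphotericin B at 10 µg/mL as positive control.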
GALR2 antag = GALR2 (human) receptor antagonism; O43603; GALR2-expressing cells, antagonist mode; AID 828; hit rate 0.39% among 140,000; inhibition, % at 4 µM; in the data active = inhibition above about 27%;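 also: cells stimulated with galanin 1-16 at roughly its EC80; 0% = agonist challenge control and 100% = basal control without agonist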
Target sequence (O43603 whole entry, looked up): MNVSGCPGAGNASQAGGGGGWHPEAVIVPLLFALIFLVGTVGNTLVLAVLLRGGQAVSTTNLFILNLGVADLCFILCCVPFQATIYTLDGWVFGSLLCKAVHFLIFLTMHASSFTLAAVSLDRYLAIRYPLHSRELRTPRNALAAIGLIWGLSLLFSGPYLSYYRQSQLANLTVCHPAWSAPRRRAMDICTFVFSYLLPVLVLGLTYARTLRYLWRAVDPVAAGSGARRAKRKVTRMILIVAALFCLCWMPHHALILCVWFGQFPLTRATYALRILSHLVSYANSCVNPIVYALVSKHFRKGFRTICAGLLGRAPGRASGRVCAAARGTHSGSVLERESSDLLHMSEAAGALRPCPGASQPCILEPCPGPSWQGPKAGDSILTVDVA
MRP-1 activ = activators of MRP-1; H69AR cells + doxorubicin, viability rescue, CellTiter-Glo; viability increase, % at 10 µM; hit rate 0.61% among 140,000;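 active = viability gain under doxorubicin at or above a set limit, the compound median plus 3 SD, cut at about 4.7% in these data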;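 also: MRP-1 overexpressing cells given doxorubicin 25 µM after compound pretreatment; 18-22 h compound pretreatment then 72 h with doxorubicin before readout; 0% = doxorubicin-only wells and 100% = vehicle-treated cells without doxorubicin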
E-sel TNF inh = blocks E-selectin expression induced by TNF alpha; HUVEC TNFa-induced E-selectin immunofluorescence, high content; inhibition, % at 2 µM; hit rate 0.71% among 120,000;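 active = inhibition above the batch mean plus 3 SD, and confirmed as a hit on visual image review, cut at about 43% in these data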;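 also: 0% = TNF-stimulated DMSO wells and 100% = unstimulated control wells; not every result past the cut was called active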
HCT116 PTEN-null = suppresses growth of cells with PTEN deletion; viability, % at 10 µM; hit rate 1.2% among 140,000; HCT116 PTEN-null viability, CellTiter-Glo, 60 h; hits give low values;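 active = viability at or below a set limit, 4 SD under the median of all tested compounds, cut at about 3.7% in these data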;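 also: PTEN knockout HCT116 line with beta catenin targeted HCT116 as companion control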
Yeast lifespan up = extends the lifespan of yeast; S. cerevisiae growth with nicotinamide, OD615; deaD strain in restrictive glucose medium; inhibition of the nicotinamide effect, % at 10 µM; hit rate 0.68% among 130,000;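 active = inhibition above a set limit, placed 3 SD over the median of all compounds, cut at about 26% in these data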;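 also: 0% = nicotinamide-treated wells and 100% = cells grown without nicotinamide; some compounds called inactive have numbers as strong as hits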
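assay system = DeaD-strain S. cerevisiae | buffer or medium = restrictive glucose medium | reagent = 1.5 mM nicotinamide | compound = 10 µM single point, 0.25% DMSO | incubation = 48 h compound exposure at 30 °C, humidified | signal = OD615 measurement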
Measles CPE = protection of cells from measles virus. hit rate 1.5% among 140,000. protection (pct of control), % at 4 µM. Measles virus-infected cells, CPE protection, absorbance; in the data active = protection mostly above about 24%, no sharp cut-off; inactive = mostly below about 26%; also: some compounds called inactive have numbers as strong as hits
* marks the source's active call; other numbers are inactive results; . = no result given.

SMILES	Phagocytosis inh	bCat KO growth	NPY Y2 blocker	BB579 growth dn	GALR2 antag	MRP-1 activ	E-sel TNF inh	HCT116 PTEN-null	Yeast lifespan up	Measles CPE
COC(=O)c1ccccc1NC(=O)CSc1nc(N)cc(N)n1	1	102	2	-22	13	-3.1	.	97	-5	7
O=C(O)C1CCC(=O)N(C2CC2)C1c1ccccc1 (stereo not given)	.	103	0	-30	-10	0.4	7	103	-2	34
CCOc1cc(/C=N/O)cc(Br)c1OCC	.	96	1	-58	-2	-5.3	0	90	.	13
O=C(c1ccccn1)N(Cc1ccco1)C1(C(=O)NC2CCCCC2)CCCCC1	0	88	32*	-60	-7	-1.7	8	86	-5	1
CCOc1ccccc1OCC(=O)Nc1ccc(S(=O)(=O)Nc2ncccn2)cc1	.	95	0	-24	-8	0.5	-34	98	.	18
C#CCn1c(=NC(=O)CN2C(=O)CCC2=O)sc2cccc(C)c21	0	91	5	-14	0	-2.4	.	116	-11	5
COc1cc(CNn2c(C)n[nH]c2=S)cc(Cl)c1OCc1ccccc1	1	76	3	-26	2	-2.2	-32	82	-2	6
Cc1cc(C)cc(-n2nnc(C(=O)NCc3ccc4c(c3)OCO4)c2N)c1	.	86	4	-34	7	0.6	-43	86	-9	11
N/C(=N\OC(=O)c1ccco1)c1ccc(Br)cc1	1	98	0	-24	12	-1.6	7	106	-10	3
O=C(NC(=S)Nc1cccc(Cl)c1N1CCCCC1)c1ccco1	3	50	16	-29	-20	-4.9	-4	41	18	4
O=C(Nc1ccccc1)NC1CC2CCC(C1)N2Cc1nnnn1Cc1ccc2c(c1)OCO2 (stereo not given)	1	92	4	-6	-5	-2.2	-43	93	-15	22
O=C(NC(CO)(CO)CO)c1coc(=O)c(Br)c1	-2	28	4	-11	-7	-6.7	-26	51	-4	1
O=C(CN1CCN(c2cccc(Cl)c2)CC1)N1CCCC1	0	103	-2	-30	5	-0.7	-33	107	-6	16
Nn1cnnc1N/N=C/c1cc(Br)cc(Br)c1O	-2	12	2	-1	31*	-4.3	-24	14	2	1
C=CCSc1nc2nc(C)cc(C)n2n1	-2	98	6	-10	6	-0.2	-27	94	-8	9
Cc1ccc(S(=O)(=O)NC2(C(=O)O)CCCCC2)cc1	1	96	-3	-30	-14	-0.6	-23	96	-3	9
COc1ccc(CN=Cc2[nH]c3ccc(Br)c(Cl)c3c2O)cc1	-1	67	1	1	10	-1.0	.	69	-12	20
CC1(C)CC(=O)C2=C(C1)NC(Nc1nc3ccccc3o1)=NC21CCCC1	1	88	2	-43	10	-1.6	-15	89	-13	4
CCOC(=O)c1cnc(Nc2ccc(OCC)cc2)nc1C	-1	93	2	-20	6	2.5	-14	97	-12	8
CCn1c(SCC(=O)Nc2ccccc2OC)nnc1-c1cnccn1	-2	83	2	-36	2	-3.8	62*	72	-24	4
CC(=O)C1=C(O)C(=O)N(Cc2ccccc2)C1c1ccco1 (stereo not given)	-1	101	2	-69	3	0.9	-9	105	-6	4
COc1ccc(NC(=O)CSc2nnc(Cn3nnc4ccccc43)n2C)cc1	1	105	-4	-28	-1	-0.3	30	102	-10	5
CCCCCNCc1ccc(OCc2ccc(Cl)nc2)c(OC)c1	0	89	3	6	4	-3.6	.	79	13	12
c1ccc(N2CCOCC2)c(Nc2nc3ccccc3n3cnnc23)c1	1	91	7	-24	0	0.6	-4	78	-13	7
Cc1cccc(OCC(=O)NC(=S)N2CCCc3ccccc32)c1	.	87	1	-66	-3	-4.0	-34	79	-21	4
COc1ccc(NS(=O)(=O)c2cc(NC(=O)c3ccc(C)o3)ccc2N2CCCCC2)cc1	-7	74	0	-26	-3	-3.9	-1	80	1	6
O=C(Nc1cccc(-c2nc3ccccc3[nH]2)c1)c1cccc(NC(=O)c2ccco2)c1	1	10	5	-15	-9	-2.4	-8	55	-17	6
CCOC(=O)C1=C(C)NC(=O)NC1C (stereo not given)	.	87	-2	-61	-13	-1.4	6	101	-11	21
O=C(Nc1nc2c(s1)CCCC2)c1cc(-c2ccc3c(c2)OCO3)nc2ccccc12	-8	80	3	-30	-1	1.6	.	75	3	4
CC12CCC(=O)N1c1c(sc3nc(N4CCOCC4)c4c(c13)CCCC4)C(=O)N2 (stereo not given)	-2	63	1	-3	7	-0.8	-7	61	-22	1

Reprinted from above, 17 compounds:
SMILES	Phagocytosis inh	bCat KO growth	NPY Y2 blocker	BB579 growth dn	GALR2 antag	MRP-1 activ	E-sel TNF inh	HCT116 PTEN-null	Yeast lifespan up	Measles CPE
O=C(NC(CO)(CO)CO)c1coc(=O)c(Br)c1	-2	28	4	-11	-7	-6.7	-26	51	-4	1
O=C(CN1CCN(c2cccc(Cl)c2)CC1)N1CCCC1	0	103	-2	-30	5	-0.7	-33	107	-6	16
Nn1cnnc1N/N=C/c1cc(Br)cc(Br)c1O	-2	12	2	-1	31*	-4.3	-24	14	2	1
C=CCSc1nc2nc(C)cc(C)n2n1	-2	98	6	-10	6	-0.2	-27	94	-8	9
Cc1ccc(S(=O)(=O)NC2(C(=O)O)CCCCC2)cc1	1	96	-3	-30	-14	-0.6	-23	96	-3	9
COc1ccc(CN=Cc2[nH]c3ccc(Br)c(Cl)c3c2O)cc1	-1	67	1	1	10	-1.0	.	69	-12	20
CC1(C)CC(=O)C2=C(C1)NC(Nc1nc3ccccc3o1)=NC21CCCC1	1	88	2	-43	10	-1.6	-15	89	-13	4
CCOC(=O)c1cnc(Nc2ccc(OCC)cc2)nc1C	-1	93	2	-20	6	2.5	-14	97	-12	8
CCn1c(SCC(=O)Nc2ccccc2OC)nnc1-c1cnccn1	-2	83	2	-36	2	-3.8	62*	72	-24	4
CC(=O)C1=C(O)C(=O)N(Cc2ccccc2)C1c1ccco1 (stereo not given)	-1	101	2	-69	3	0.9	-9	105	-6	4
COc1ccc(NC(=O)CSc2nnc(Cn3nnc4ccccc43)n2C)cc1	1	105	-4	-28	-1	-0.3	30	102	-10	5
CCCCCNCc1ccc(OCc2ccc(Cl)nc2)c(OC)c1	0	89	3	6	4	-3.6	.	79	13	12
c1ccc(N2CCOCC2)c(Nc2nc3ccccc3n3cnnc23)c1	1	91	7	-24	0	0.6	-4	78	-13	7
Cc1cccc(OCC(=O)NC(=S)N2CCCc3ccccc32)c1	.	87	1	-66	-3	-4.0	-34	79	-21	4
COc1ccc(NS(=O)(=O)c2cc(NC(=O)c3ccc(C)o3)ccc2N2CCCCC2)cc1	-7	74	0	-26	-3	-3.9	-1	80	1	6
O=C(Nc1cccc(-c2nc3ccccc3[nH]2)c1)c1cccc(NC(=O)c2ccco2)c1	1	10	5	-15	-9	-2.4	-8	55	-17	6
CCOC(=O)C1=C(C)NC(=O)NC1C (stereo not given)	.	87	-2	-61	-13	-1.4	6	101	-11	21

(listing goes on)
SMILES	Phagocytosis inh	bCat KO growth	NPY Y2 blocker	BB579 growth dn	GALR2 antag	MRP-1 activ	E-sel TNF inh	HCT116 PTEN-null	Yeast lifespan up	Measles CPE
Cc1cccc(OCC(=O)N2CCC(N3CCOCC3)CC2)c1	6	106	0	-38	15	-1.3	.	100	-6	1
O=C(NCc1cccnc1)NC1(C(F)(F)F)Oc2ccccc2O1	-3	72	5	4	-12	-4.5	.	69	4	27
CC(=O)OC1CC(C)N(C(=O)c2ccccc2)c2ccc(C)cc21 (stereo not given)	-2	81	4	-27	-4	-0.5	1	87	-3	4
CCCc1cc(C(=O)NNC(=S)NC(C)c2ccccc2)cs1 (stereo not given)	0	100	5	-4	0	-1.9	13	87	-1	29
CCOc1cccc(C(=O)Nc2nnc(-c3ccco3)s2)c1	1	101	-1	-37	-6	1.2	3	103	-6	4
Cc1cccc2cc(/C=N/NC(=O)CN3CCOCC3)c(Cl)nc12	-2	92	1	-23	-13	0.3	.	97	-5	3
Cc1nn(-c2ccccc2)c(NC(=O)c2cccs2)c(-c2ccccc2)c1=O	0	92	6	-31	-12	-2.3	.	100	0	8
COC(=O)Nc1nc(-c2ccccc2)c(C(=O)c2ccccc2)s1	0	11	13	-35	15	-4.9	9	13	-10	3
Cc1cc(C)cc(NC(=O)CSc2nc3c(oc4ccccc43)c(=O)n2-c2ccccc2)c1	-8	89	8	5	-7	-0.7	.	95	2	10
O=C(COC(=O)C12CC3CC(CC(C3)C1)C2)NCCc1ccccc1	0	99	1	2	0	-1.0	8	97	5	43*
CCCCc1cc(=O)oc2cc(OS(C)(=O)=O)ccc12	-1	94	1	-36	-3	-1.8	-13	92	-7	12
Cn1c(=O)c2c(ncn2CC(=O)Nc2ccccc2N2CCOCC2)n(C)c1=O	-2	102	4	-18	-7	-2.1	-20	102	-3	11
CCOc1ccccc1N(CC(=O)Nc1cccnc1)S(C)(=O)=O	2	101	0	-34	-6	-0.5	-12	105	-11	17
CC1CCN(c2c(NCC3CCC(C(=O)NCc4ccccc4Cl)CC3)c(=O)c2=O)CC1 (stereo not given)	.	91	2	-24	-18	-3.4	-36	92	3	6
CCn1c(SCc2cccc(C)c2)nnc1-c1ccccc1	-3	84	3	-24	5	-1.9	4	86	-15	11

Screening data (PubChem)
